# Screening data as filed in PubChem BioAssay.
# RBBP9 inh – human RBBP9 inhibitors, primary screen, biochemical, fluorescence polarization, FP-Rh probe, HTS | 0.2% of 220,000 active | recombinant RBBP9 | inhibition, % at 7.94 µM;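 active = inhibition above the campaign mean of all tested compounds plus 3 SD, cut at about 14% in these data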;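 note: plate controls were DMSO wells with RBBP9 for no effect and wells lacking RBBP9 protein for full effect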
# Target sequence (O75884 whole entry, looked up): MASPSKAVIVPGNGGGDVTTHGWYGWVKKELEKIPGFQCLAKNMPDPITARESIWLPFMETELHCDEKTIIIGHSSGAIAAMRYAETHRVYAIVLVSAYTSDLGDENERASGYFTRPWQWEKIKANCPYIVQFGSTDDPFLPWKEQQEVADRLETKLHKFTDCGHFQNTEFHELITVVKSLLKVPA
#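 Material: RBBP9 protein. Amount: RBBP9 at 2.5 µM in dispensed solution, before mixing. Schedule: 30 min then 45 min, 25 °C. Medium: Tris buffer pH 8.0, NaCl, Pluronic. Measured by: fluorescence polarization. Measure: percent inhibition from mP, scaled between DMSO and no-protein wells. Replication: one well per compound.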
# NPY-Y2 PAM-ag – NPY-Y2 potentiators or agonists, primary screen, cell-based; AID 1359, 2008; Neuropeptide Y receptor type 2 (Homo sapiens), P49146; 0.45% of 220,000 active; activation, % at 3.6 µM; cells expressing NPY-Y2, potentiator/agonist read-out; in the data active = activation above about 27%;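 note: cells stimulated with NPY near EC25 plus isoproterenol at EC100; 0% = vehicle plus submaximal agonist and 100% = vehicle plus saturating agonist; some results beyond the cut were filed as inactive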
# Ba/F3 V617F tox – reduced viability of JAK2V617F-dependent Ba/F3 cells, primary screen, JAK2V617F inhibitor project, cell-based, Ba/F3 EpoR-JAK2V617F, luminescence | ATP luminescence | inhibition, % at 5.6 µM | 1.1% of 220,000 active | AID 1446, 2008;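 active = inhibition above the campaign mean plus 3 SD over all tested compounds, cut at about 24% in these data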;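 note: cytokine-independent growth of Ba/F3 cells driven by EpoR plus mutant JAK2; 0% = DMSO-treated cells and 100% = JAK inhibitor I control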
# Runt-CBFb FRET – inhibitors of RUNX1 Runt–CBFb binding, primary screen, biochemical, FRET, Cerulean-Runt, Venus-CBFb, uHTS | inhibition, % at 20 µM | AID 1496, 2009 | Cerulean-Runt/Venus-CBFb FRET ratio 530/480, 1 h | 0.46% of 220,000 active | Runt-related transcription factor 1 (Homo sapiens) + Core-binding factor subunit beta …;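 active = inhibition over about 50% at 20 µM in the single-dose screen, limit read from the data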;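 note: 0% = DMSO wells and 100% = excess unlabeled CBFb competitor control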
# Target sequence (Q01196 whole entry, looked up): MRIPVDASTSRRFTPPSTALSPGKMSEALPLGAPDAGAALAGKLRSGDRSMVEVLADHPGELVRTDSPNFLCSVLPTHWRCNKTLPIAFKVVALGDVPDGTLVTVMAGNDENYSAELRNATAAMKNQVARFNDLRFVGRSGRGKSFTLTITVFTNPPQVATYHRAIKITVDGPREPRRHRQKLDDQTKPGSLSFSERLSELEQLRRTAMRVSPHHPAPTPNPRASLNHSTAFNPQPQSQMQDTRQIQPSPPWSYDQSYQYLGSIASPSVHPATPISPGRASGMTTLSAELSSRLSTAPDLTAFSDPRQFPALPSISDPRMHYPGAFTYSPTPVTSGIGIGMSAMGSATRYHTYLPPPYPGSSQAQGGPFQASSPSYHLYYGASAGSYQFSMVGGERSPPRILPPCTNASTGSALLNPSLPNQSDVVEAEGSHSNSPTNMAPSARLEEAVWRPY
# Target sequence (Q13951 whole entry, looked up): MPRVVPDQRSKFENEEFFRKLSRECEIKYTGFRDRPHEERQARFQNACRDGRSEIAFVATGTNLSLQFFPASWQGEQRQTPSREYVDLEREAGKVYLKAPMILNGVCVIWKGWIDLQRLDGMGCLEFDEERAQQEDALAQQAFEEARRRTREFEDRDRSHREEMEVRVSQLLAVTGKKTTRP
#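 Assay system: Cerulean-Runt domain fusion protein, energy donor; Signal: fluorescence energy transfer, 422 nm excitation, 530/480 nm emission; Timing: 1 h compound exposure, room temperature; Control set: unlabeled CBFb; Medium: Tris buffer pH 7.5 with salts and BSA; Compound: single test concentration of 20 µM, 1% DMSO final; Probe or stimulus: Venus-CBFb 100 nM.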
# S1P4 agonist – S1P4 receptor agonists, primary screen, cell-based. AID 1509, 2009. S1P4-expressing cell line, agonist reporter assay. 0.35% of 220,000 active. Sphingosine 1-phosphate receptor 4 (Homo sapiens), O95977. activation, % at 4.98 µM; in the data active = activation above about 11%;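 note: 0% = DMSO vehicle and 100% = reference agonist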
# NPY-Y1 PAM-ag – NPY-Y1 receptor potentiators or agonists, primary screen, cell-based | NPY-Y1 expressing cells, potentiator/agonist activation | activation, % at 3.6 µM | 0.37% of 220,000 active | AID 1304, 2008; in the data active = activation above about 33%, passing the limit was not always enough;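 note: cells stimulated with NPY at EC10 then isoproterenol at EC100; 0% = low agonist plus stimulus and 100% = saturating agonist plus stimulus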
# NPY Y1 blocker – NPY-Y1 receptor antagonists, primary screen, cell-based; Neuropeptide Y receptor type 1 (Homo sapiens), P25929; HEK293-CNG Y1 cells, membrane potential fluorescence; NPY at EC95, then isoproterenol; inhibition, % at 3.6 µM; 1% of 200,000 active; AID 1040, 2008;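 active = inhibition above the campaign mean inhibition of all tested compounds plus 3 SD, cut at about 20% in these data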;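 note: 0% = DMSO wells given NPY plus isoproterenol and 100% = isoproterenol alone without NPY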
#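 Assay system: HEK293 cells with Y1 receptor plus CNG channel | Probe or stimulus: NPY (25 nM), isoproterenol (1 µM), Ro 20-1724 (25 µM) | Timing: Compound incubation 1 h at room temperature, readout 45 min post-stimulation | Measured by: Membrane-potential fluorescent dye readout | Benchmarks: High control isoproterenol alone, low control NPY with isoproterenol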
# BaF3 tox – parental Ba/F3 cell viability inhibition, counter-screen for JAK2V617F inhibitor project, murine pro-B, CellTiter-Glo luminescence. CellTiter-Glo ATP luminescence. inhibition, % at 5.6 µM. 1.1% of 220,000 active. AID 1486, 2009;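 active = inhibition above a per-campaign cutoff, the mean inhibition of all tested compounds plus 3 SD, cut at about 27% in these data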;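 note: 0% = DMSO wells and 100% = JAK Inhibitor I control wells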
# S1P4 antagonist – S1P4 receptor antagonists, primary screen, cell-based | S1P4-expressing cells, antagonist mode, reporter read-out | inhibition, % at 4.98 µM | 0.26% of 220,000 active; in the data active = inhibition above about 29%;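 note: 0% = wells stimulated with agonist and 100% = vehicle wells without agonist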
# * marks the source's active call; other numbers are inactive results; x = no result given.
no.	canonical_smiles	RBBP9 inh	NPY-Y2 PAM-ag	Ba/F3 V617F tox	Runt-CBFb FRET	S1P4 agonist	NPY-Y1 PAM-ag	NPY Y1 blocker	BaF3 tox	S1P4 antagonist
1	COC(=O)c1ccc(Oc2nc3c(c(=O)n(C)c(=O)n3C)n2CCC(C)C)cc1	1	10	0	-2	0.8	-18	14	5	11
2	CSc1cccc(NC(=O)c2c(Cl)cnn2C)c1	-8	-14	2	2	5.8	-4	10	5	-42
3	COc1cccc(Nc2nc3ccc(C(=O)c4ccccc4)cc3n3cnnc23)c1	-9	-8	-3	2	1.5	-7	x	2	2
4	CCOC(=O)c1ccc(NC(=O)CSc2nnc(COc3ccccc3)n2C)cc1	-11	-14	-5	1	0.3	-5	0	0	-58
5	Cc1ccsc1C(=O)N/N=C/C=C/c1ccccc1[N+](=O)[O-]	1	-12	0	4	1.2	3	-6	3	-6
6	O=c1c2ccccc2ncn1Cc1ccc(Cl)cc1	3	4	-2	1	-0.1	6	5	3	-15
7	Cn1c(N2CCCCC2)cc(=O)n(C)c1=O	-5	8	-5	1	-1.1	17	-7	0	7
8	CO/N=C/c1ccc(N2CCCC2)c([N+](=O)[O-])c1	-2	-5	-1	-4	1.1	3	-1	5	-1
9	CCN1CCc2c(OCC(=O)Nc3cccc(C)c3)cccc2C1=O	-4	3	-1	-2	-0.8	1	2	6	3
10	COC(=O)c1sc2nc(CSc3ccc(Br)cc3)[nH]c(=O)c2c1C	4	-5	-8	-6	-1.7	-11	x	3	9
11	COc1ccc(NC(=O)Cn2c(CCC(=O)O)ccc2-c2ccc(C)cc2)cc1	-8	-1	-1	0	-0.4	13	2	3	-5
12	O=C(Nc1ccccc1)c1ccccc1OCC(O)CN1C(=O)c2ccccc2S1(=O)=O (configuration not stated)	-3	3	-1	0	-0.1	-32	-1	4	-17
13	CCSc1nnc(NC(=O)c2csc3c2CCCC3)s1	8	-8	-1	2	-2.5	2	3	3	-15
14	CCS(=O)(=O)N1CCC(NC(=O)C2CCCCC2)CC1	-7	6	-7	-2	0.5	34	-2	-3	-17
15	CC(C(=O)NCc1cccs1)n1cccc1 (configuration not stated)	5	-1	0	-1	8.0	-8	-3	5	7
16	O=C(CSCc1ccccc1Cl)NNC(=O)c1ccccc1	-7	-5	-1	-1	1.2	-8	9	0	-7
17	COc1ccc(C2CC(=O)c3cnc(N4CCc5ccccc54)nc3C2)cc1OC (configuration not stated)	-3	-4	0	-7	0.4	-39	x	-2	-10
18	O=C(N/N=C/c1ccc(O)cc1)/C(=C/c1ccc([N+](=O)[O-])cc1)NC(=O)c1ccccc1	-5	14	-2	3	0.7	-18	-2	-1	8
19	O=C(/C=C/c1ccc(N2CCCCC2)c([N+](=O)[O-])c1)c1ccc(O)cc1	1	18	0	-4	-0.9	20	-2	4	14
20	COc1ccc(C)cc1NC(=O)c1cnc2scc(C)n2c1=O	-9	-12	-4	4	-0.4	-3	0	0	-13
21	Cn1c(SCC2CCCO2)nnc1-c1cccc([N+](=O)[O-])c1 (configuration not stated)	-7	4	1	-1	1.8	-2	0	3	0
22	CN(Cc1ccccc1)C(=O)c1[nH]cnc1C(=O)N[C@@H](CCCCNC(=O)OC(C)(C)C)C(=O)OC(C)(C)C	-8	-21	2	-4	0.1	-15	13	2	-5
23	COC(=O)Nc1ccc(S(=O)(=O)N2CCC(C(=O)N3CCC(C)CC3)CC2)cc1	-7	-6	-2	0	1.2	10	-3	3	-9
24	CC(C)C(=O)NCc1cc(-c2ccc(Cl)cc2)no1	-11	-2	1	0	0.0	11	-2	4	-20
25	O=C(N/N=C/C=C\c1ccccc1[N+](=O)[O-])c1cc(-c2ccc3ccccc3c2)n[nH]1	-15	-8	1	-3	0.8	-11	-4	5	1
26	CCCCc1nnc(NC(=O)CSc2nc(N)cc(=O)[nH]2)s1	0	-17	1	0	0.8	-12	3	7	-9
27	Nc1ccc(-c2nc3ccc(N)cc3o2)cc1	-1	-17	1	2	0.3	-6	4	14	-2
28	Cc1cc(OC(=O)c2ccc(Cl)cc2Cl)nc(C)n1	-3	-7	3	-2	-1.2	-15	3	1	-9
29	O=C(Nc1ccccc1N1CCCC1)c1cccc(-c2cc3ccccc3oc2=O)c1	-8	-7	6	0	-0.8	-27	7	12	-11
30	Cc1cccc2cc(CN(Cc3ccco3)C(=O)c3ccncc3)c(=O)[nH]c12	-12	1	-4	1	0.4	12	-1	0	-10

# In another format: entries from further up.
(26) CCCCc1nnc(NC(=O)CSc2nc(N)cc(=O)[nH]2)s1
  RBBP9 inh = 0	NPY-Y2 PAM-ag = -17	Ba/F3 V617F tox = 1	Runt-CBFb FRET = 0	S1P4 agonist = 0.8	NPY-Y1 PAM-ag = -12	NPY Y1 blocker = 3	BaF3 tox = 7	S1P4 antagonist = -9
(25) O=C(N/N=C/C=C\c1ccccc1[N+](=O)[O-])c1cc(-c2ccc3ccccc3c2)n[nH]1
  RBBP9 inh = -15	NPY-Y2 PAM-ag = -8	Ba/F3 V617F tox = 1	Runt-CBFb FRET = -3	S1P4 agonist = 0.8	NPY-Y1 PAM-ag = -11	NPY Y1 blocker = -4	BaF3 tox = 5	S1P4 antagonist = 1

# Remaining list, next part.
no.	canonical_smiles	RBBP9 inh	NPY-Y2 PAM-ag	Ba/F3 V617F tox	Runt-CBFb FRET	S1P4 agonist	NPY-Y1 PAM-ag	NPY Y1 blocker	BaF3 tox	S1P4 antagonist
31	Nc1ccc(C(=O)N/N=C\C=C\c2ccc([N+](=O)[O-])cc2)cc1	-2	6	1	-2	3.0	-1	-8	7	-9
32	O=C(NCc1ccccc1)c1cccc(S(=O)(=O)NCc2ccccc2)c1	-12	6	0	-1	-0.9	1	2	0	-2
33	CCOC(=O)C(=O)/C(=C\N(C)C)c1onc(-c2ccccc2)c1C(=O)OC	-3	-4	2	0	-0.1	-44	-3	7	3
34	Cc1ccc(C)c(NC(=O)COC(=O)c2cccc3c2C(=O)c2ccccc2C3=O)c1	-12	0	5	1	-2.5	-24	14	14	-7
35	CCCCCn1c(=O)[nH]c2cc(C(=O)N3CCN(CC)CC3)ccc2c1=O	-2	0	0	2	-4.5	-20	4	3	-6
36	O=C(CCc1ccccc1)Nc1ccc(NC(=O)c2ccco2)cc1	-1	-2	1	-2	0.0	22	-2	7	1
37	CN1CCn2c1nc(N1CCCCC1)nc2=O	-5	4	0	-1	1.2	9	-7	2	-9
38	COC(=O)n1c(=S)oc2cc(Cl)ccc21	-4	-5	3	7	-0.3	-33	8	4	6
39	Cc1ccc(C(=O)NNC(=O)CSc2nnc(CNc3ccc(F)cc3)n2C)cc1	-3	1	-2	2	-1.4	2	4	3	-9
40	COc1ccc2[nH]c(=O)c(CNc3ccccc3OC)cc2c1	-8	-24	-1	-21	2.0	-14	x	-1	3
41	COc1ccc(-c2n(CC(=O)OC3CC(C)CCC3C(C)C)c3ccccc3[n+]2C)cc1 (configuration not stated)	2	-50	100*	-2	1.2	-95	150*	89*	9
42	CCCNC(=O)C/C(C)=N/NC(=O)C(=O)Nc1ccccn1	-2	-6	4	0	0.7	3	3	10	-6
43	CCC(=O)NC(NC(=S)Nc1c(C)n(C)n(-c2ccccc2)c1=O)C(Cl)(Cl)Cl (configuration not stated)	-2	-6	-2	2	-0.1	10	2	4	-15
44	CCn1c(=O)n(CC(=O)N(C)Cc2ccccc2)c(=O)c2ccccc21	-8	11	-1	-2	0.6	-1	3	5	3
45	O=C(CCl)N(Cc1ccccc1)c1ccccc1	-11	4	3	2	0.0	6	2	4	18
46	CC1CCN(CCC(=O)Nc2ccc(Cl)cc2)CC1	-1	3	-2	0	4.7	4	-2	7	-5
47	NC1=NC(c2ccc(F)cc2)n2c(nc3ccccc32)N1 (configuration not stated)	-4	7	-2	-1	0.7	-3	4	3	-8
48	Cc1occc1-c1nnc(-c2cc([N+](=O)[O-])cc([N+](=O)[O-])c2)o1	-6	-7	1	2	-0.9	8	5	7	14
49	CCC1SC(CC)C(=O)N(CC(=O)NCCc2ccccc2)C1=O (configuration not stated)	-11	-2	-3	-2	-0.2	13	5	5	5
50	CCNC(=O)C1CCCN1S(=O)(=O)c1ccc(C)cc1 (configuration not stated)	-1	-2	1	2	-3.1	-5	3	-1	-30
51	CCCCC(c1nnnn1CCOC)N1CCN(C(=O)c2ccco2)CC1 (configuration not stated)	8	0	-3	1	0.2	-10	-3	2	-21
52	COc1ccc(-c2cc(C(=O)Nc3ccccc3SC)no2)cc1OC	-12	11	0	0	0.8	-2	-3	-4	1
53	CC(C)CC(=O)CC1(O)C(=O)Nc2ccccc21 (configuration not stated)	-6	-9	-1	0	1.0	16	1	9	-2
54	Cc1cc(-c2nn(-c3ccccc3F)cc2CN(C)CC(O)CO)c(C)s1 (configuration not stated)	-1	3	-2	1	2.1	1	-2	3	-11
55	CC(=O)NCCc1nc2ccccc2n1Cc1ccc(C)cc1	-6	-15	-3	1	3.4	9	-2	4	-2
56	CC(C)Cn1c(N)c(C=O)c(=O)[nH]c1=O	1	10	0	1	3.0	1	-5	4	-3
57	COc1ccc(-c2cc(C(=O)N3CCOCC3)no2)cc1OC	-1	-5	6	-1	-1.0	-7	-1	6	-3
58	CCNC(=O)Nc1ccc(OC)cc1OC	-4	8	0	0	0.8	2	-5	1	-3
59	COc1ccccc1-c1nnc2sc(COc3ccc(Cl)cc3Cl)nn12	-4	8	-1	-9	-0.4	10	-4	5	-1
60	O=C(CSc1nccc(=O)[nH]1)Nc1ccc2c(c1)OCCO2	-2	-34	5	2	-2.0	-15	12	3	-9
61	O=C(/C(Br)=C/Nc1cc(Cl)ccc1Cl)C(F)(F)F	-1	15	0	-1	0.5	26	6	4	-4
62	COc1cccc(-c2cn3nc(C)c(C)nc3n2)c1	-2	4	4	-4	1.2	-20	5	4	-3
63	Cc1cc(C)c(C#N)c(Oc2ccccc2Br)n1	-10	6	1	0	1.6	8	5	7	-13
64	COc1ccc(Cc2noc(CN(C)CC3CCN(Cc4ccccc4)CC3)n2)cc1OC	1	-4	-3	0	1.8	6	x	3	-6
65	Cc1cc(/N=C/C=C2\N(C)c3ccccc3C2(C)C)n(CCC#N)n1	-4	2	1	2	-0.1	0	8	3	0
66	Cc1ccc(-c2nnc3sc(-c4ccncc4)nn23)cc1	0	0	-2	2	2.5	3	1	5	-14
67	Cc1ccc(-c2noc(CNc3ccccc3)n2)cc1	-9	-14	-1	-3	-2.9	-18	-4	6	-26
68	Cc1nnc(SCSc2nnc(C)s2)s1	-8	-1	1	0	-2.8	2	3	3	-18
